# D1 agonist: agonists of human D1 dopamine receptor | P21728 | HEK293 T-REx D1 cells, calcium flux, agonist mode | activation, % at 2 µM | 360,000 compounds, 1% hits; in the data active means activation above about 30%; further: 0% is about no effect
#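 Agonism was scored from calcium flux recorded over 180 s (1 read/s) after pintool compound addition, following a 10-cycle baseline. Cells were inducible force-coupled HEK293 TREx D1, plated overnight at 30 C and loaded with no-wash calcium dye.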
# Vif-APOBEC3F blk: Vif-A3F binding inhibition. HeLa A3F-eYFP + Vif (tagged APOBEC3F with the HIV-1 protein that degrades it), YFP fluorescence increase. Potency, µM (series often up to 46.1 µM), without a hit: at the highest dose activity, negative = active. 390,000 compounds, 0.2% hits. AID 602313; further: potency means the concentration at half of the fitted maximal effect; % of control where 0% means no effect; nearly all actives have a fitted effect of over 65% in size
#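 Fluorescence increase (Ex 488/Em 500-530) after overnight compound treatment at 37 deg C flags inhibition of Vif-driven A3F-eYFP loss in stable HeLa A3F-eYFP/Vif cells seeded overnight beforehand.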
# D1 antagonist: human D1 dopamine receptor antagonism; P21728; HEK293 TREx D1 cells, calcium flux, dopamine EC80; stronger effect = lower value; activity change, negative = inhibition, % at 10 µM; 360,000 compounds, 3.2% hits; in the data active means activity change below about -30%; further: on the % scale 0 is the no-effect control and ±100 the full control effect
#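 Antagonism measured as reduced calcium response to an EC80 dopamine addition following 180 s compound pre-read; cells were inducible HEK293 Trex D1 plated overnight at 30 C, read kinetically at 1 cycle/sec.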
# GRP78 ERSR act: inducers of ER stress response in human glioma cells; U87-MG GRP78 promoter luciferase reporter, 16 h; 420,000 compounds, 0.02% hits; Potency, µM, for inactives: at the highest dose activation, usual class: activators; AID 602332; further: potency means the concentration at half of the fitted maximal effect; series mostly up to about 76 µM; % of control where 0% means no effect; nearly all actives have a fitted effect of over 35% in size
#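 Stably transfected U87-MG glioma cells carrying a GRP78-based luciferase sensor; 16 h compound incubation. Luminescence end-point read 10 min after Bright-Glo addition at room temperature.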
# D1 PAM: human D1 dopamine receptor positive modulation | P21728 | HEK293 TREx D1 cells, calcium flux, dopamine EC20 potentiation | potentiation, % at 10 µM | 360,000 compounds, 0.036% hits; in the data active means potentiation above about 30%; further: 0% is about no effect
# RXFP1 antagonist: blocks the human relaxin receptor RXFP1 | activity change, negative = inhibition, % at 57.5 µM | 350,000 compounds, 0.59% hits | HEK293-RXFP1, relaxin-stimulated cAMP HTRF, 30 min; stronger effect = lower value;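 active means activity change of -60% or lower, but not beyond a set lower limit; inconclusive means change between -60% and -40%, or beyond the set limit; inactive means change above -40%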; further: on the % scale 0 is the no-effect control and ±100 the full control effect
# D2 potentiator: D2 dopamine receptor (human) potentiation; 340,000 compounds, 0.34% hits; HEK293 T-REx D2, calcium flux, EC20 dopamine potentiation; potentiation, % at 10 µM;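 active means potentiation over 3 SD above the plate norm, cut at about 30% in these data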; further: 0% is about no effect
# Target sequence (P14416 whole entry, looked up): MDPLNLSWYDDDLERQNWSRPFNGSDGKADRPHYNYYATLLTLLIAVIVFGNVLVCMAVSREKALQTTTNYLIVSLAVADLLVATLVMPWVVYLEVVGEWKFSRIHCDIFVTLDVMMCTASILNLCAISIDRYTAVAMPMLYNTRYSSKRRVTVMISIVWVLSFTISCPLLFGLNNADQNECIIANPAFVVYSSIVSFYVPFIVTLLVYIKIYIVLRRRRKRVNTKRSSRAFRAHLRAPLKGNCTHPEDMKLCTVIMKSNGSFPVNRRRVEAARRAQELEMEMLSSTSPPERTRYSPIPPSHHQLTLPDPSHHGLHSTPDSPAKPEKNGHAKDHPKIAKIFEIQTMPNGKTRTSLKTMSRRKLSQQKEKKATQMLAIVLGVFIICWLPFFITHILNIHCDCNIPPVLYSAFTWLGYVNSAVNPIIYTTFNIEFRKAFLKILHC
#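 Primary screen. Calcium kinetics in induced HEK293 T-REx D2 cells: compound pre-addition 180 s, EC20 dopamine, 180 s more.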
# Vif-A3G inh: Vif-A3G binding inhibition. HeLa A3G-eYFP + Vif (tagged APOBEC3G with the HIV-1 protein that degrades it), YFP fluorescence, overnight. Potency, µM (doses to about 46.1 µM), for inactives: at the top dose activity, negative = active, hits mostly inhibitors. 410,000 compounds, 0.076% hits. AID 602310;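 further: potency means the concentration at half of the fitted maximal effect; on the % scale 0 is the no-effect control and ±100 the full control effect; nearly all actives have a fitted effect of over 60% in size; hits raise eYFP signal because A3G escapes Vif-driven loss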
# Target sequence (Q9HC16 whole entry, looked up): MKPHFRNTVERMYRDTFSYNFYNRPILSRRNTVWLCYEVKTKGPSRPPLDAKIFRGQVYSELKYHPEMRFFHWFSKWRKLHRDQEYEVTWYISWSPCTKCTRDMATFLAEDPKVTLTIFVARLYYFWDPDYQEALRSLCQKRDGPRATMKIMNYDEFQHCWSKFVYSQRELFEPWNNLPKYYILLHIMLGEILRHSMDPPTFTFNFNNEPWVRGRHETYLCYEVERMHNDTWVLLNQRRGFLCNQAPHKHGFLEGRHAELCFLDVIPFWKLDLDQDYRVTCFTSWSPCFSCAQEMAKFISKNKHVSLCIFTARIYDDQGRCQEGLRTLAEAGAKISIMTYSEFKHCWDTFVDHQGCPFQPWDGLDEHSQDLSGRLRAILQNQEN
#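 Read-out is eYFP fluorescence (Ex 488/Em 500-530) from Vif-expressing HeLa A3G-eYFP cells; more signal means A3G escaped Vif-mediated degradation. Cells plated overnight, compound pinned in, incubated overnight at 37 deg C.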
# RXFP1 ag: activates the human relaxin receptor RXFP1. HEK293T-RXFP1 cAMP TR-FRET, 30 min; response scale: percent of porcine relaxin response, buffer zero. Q9HBX9. Potency, µM (titrated, usually from 57.5 µM), for inactives: at the top dose activation, usual class: activators. AID 2676. 370,000 compounds, 0.3% hits; further: potency means the concentration at half of the fitted maximal effect; on the % scale 0 is the no-effect control and ±100 the full control effect; nearly all actives have a fitted effect of over 60% in size; many of its hits are not listed in these tables
#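 cAMP rise read by TR-FRET after 30 min, 37C compound exposure (up to 58 uM) in RXFP1-transfected HEK293 cells with Ro 20174 present. EC50 from Hill-equation fits, with 29 nM porcine relaxin as 100% and buffer as basal.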
# * marks the source's active call; other numbers are inactive results; ? = inconclusive; / = no result given. Unless noted, the call rests on the fitted dose curve; in most records, active means well fitted curve in the direction sought with a large enough effect; inconclusive means small, poorly fitted or top-dose-only effect, or another doubt; inactive means no such curve, though single readings can be large; an effect the other way counts as inactive or inconclusive. Only part of the results is shown. The share of hits here may be higher or lower than overall.
# Order of results – Vif-A3G inh	D1 antagonist	Vif-APOBEC3F blk	RXFP1 antagonist	RXFP1 ag	D2 potentiator	D1 PAM	D1 agonist	GRP78 ERSR act
- CCCS(=O)(=O)N1CCN(Cc2ccncc2)CC1
    -6.5%	11.0	0.4%	-13.2	1.7%	/	4.1	-1.3	-4.9%
- CCCCCCSc1nc2c(c(=O)[nH]c(=O)n2C)n1C
    -0.5%	1.0	0.6%	-14.9	-0.5%	-0.4	/	1.8	-2.0%
- O=C1CSc2ccc(C(=O)Nc3cccc(S(=O)(=O)Nc4ccc(Br)cc4)c3)cc2N1
    -7.2%	2.0	-16.0%	-13.2	1.8%	12.1	-7.4	4.4	-10.4%
- CCOC(=O)c1ccc(NC(=O)c2ccc(NC(=O)c3ccccc3)cc2)cc1
    -0.7%	6.1	-1.5%	8.1	15.8%	-1.7	-1.3	3.0	-2.4%
- C/C(=N\Nc1ccc(S(=O)(=O)N2CCCCC2)cn1)c1ccc(O)cc1
    -5.2%	-10.9	16.4%	2.2	0.6%	-3.7	/	13.6	-1.5%
- CCN1CCN(C(c2cccs2)C(C)NC(=O)C(=O)N2CCCCC2)CC1 (stereo not drawn)
    2.9%	-4.2	-2.1%	?	0.7%	7.5	1.4	2.2	-0.6%
- CCn1cc(C(=O)OCC(=O)c2cc(C)n(-c3cccc(C(F)(F)F)c3)c2C)c(=O)c2ccc(C)nc21
    -4.8%	-6.4	-9.3%	/	0.0%	30.8*	-3.1	4.9	-1.5%
- O=C(NCCCl)Nc1cc([N+](=O)[O-])ccc1Cl
    -0.4%	-4.6	-3.7%	-12.0	0.7%	-10.8	18.1	1.9	-3.6%
- CN(C)c1ccc(C(=S)N2CCN(Cc3ccccc3)CC2)cc1
    0.0%	11.2	-0.2%	1.0	1.7%	-16.7	-3.9	-0.2	1.1%
- COc1ccc(NC(=O)CC(C)c2ccccc2)c([N+](=O)[O-])c1 (stereo not drawn)
    -1.8%	-2.4	6.2%	5.1	0.4%	-5.6	-1.9	5.7	0.5%
- CCOc1nc(C)ccc1-c1noc(-c2ccccc2OC)n1
    0.1%	-5.8	/	-23.2	-0.8%	8.2	3.6	1.7	0.9%
- O=C(NCc1ccc(F)cc1)c1cccc2c1C(=O)c1ccc(N3CCC(N4CCCCC4)CC3)cc1S2(=O)=O
    -7.2%	/	?	2.0	/	/	/	/	-0.1%
- Cc1cccc(NS(=O)(=O)c2nnc(NC(=O)c3ccccc3F)s2)c1
    -8.1%	15.0	1.3%	3.4	16.6%	-10.7	-5.5	3.0	-3.4%
- COc1ccccc1C(=O)Nc1ccc2nc(N3CCC(C)CC3)cc(C)c2c1
    /	4.1	/	-15.9	6.1%	-4.1	0.4	2.0	/
- O=C(CCN1CCOCC1)NNC(=O)/C(=C/c1ccccc1)NC(=O)c1ccccc1
    0.2%	-2.1	9.2%	-9.6	-1.8%	7.8	-1.4	1.8	-4.7%
- CSc1ccc(CNC(=O)c2cc3c(=O)n(Cc4ccco4)ccc3nc2C)cc1
    -19.1%	6.3	-28.0%	-9.5	0.3%	-0.6	-5.8	12.7	-2.8%
- N#CC1(c2ccccc2)CCC(NCCc2ccccc2)CC1 (stereo not drawn)
    -1.2%	4.5	0.7%	2.4	4.5%	-24.2	-10.8	10.2	-0.8%
- CCCC(=O)Nc1cccc(NC(=O)c2ccc(C)c([N+](=O)[O-])c2)c1
    4.7%	-33.5*	0.8%	5.1	-0.7%	-8.7	-7.2	-0.6	2.4%
- Cc1ccc2nc(N(Cc3cccnc3)C(=O)c3ccco3)sc2c1
    0.3%	/	-6.3%	1.7	2.1%	-6.2	-2.7	-1.4	0.6%
- CC(=O)c1ccc(N2CCN(C(=O)CCN3C(=S)NC(C)(C)CC3C)CC2)cc1 (stereo not drawn)
    2.4%	0.2	5.0%	-10.3	0.5%	-3.8	-2.5	0.6	-0.4%
- C(=N\c1nc2ccccc2n1CCN1CCCCC1)/c1cccs1
    -0.6%	-9.0	0.3%	7.4	-0.2%	4.3	-0.2	4.2	-4.5%
- Cc1cc(N2CCOCC2)nc2ccc(NC(=S)NCc3ccc4c(c3)OCO4)cc12
    1.7%	-5.7	-1.7%	-4.9	1.2%	2.0	-10.8	2.8	-0.9%
- O=C1c2ccccc2NC(c2ccc(F)cc2)N1Cc1ccccc1 (stereo not drawn)
    -0.3%	-14.4	-10.5%	-4.2	4.9%	8.0	-8.3	2.1	-4.4%
- CCOC(=O)c1sc2nc(C)nc(NCCc3ccccn3)c2c1C
    -0.2%	-2.9	4.2%	-12.8	9.0%	7.9	-1.6	2.9	-2.6%
- O=C(N/N=C/c1ccco1)c1cc(-c2ccc(Cl)s2)[nH]n1
    1.1%	-43.4*	-8.5%	-1.9	3.9%	8.2	-1.1	28.3	0.5%
- COc1ccc(C(CCNCc2ccc(OC(C)C)cc2)c2ccccc2OC)cc1 (stereo not drawn)
    -16.0%	10.1	-14.0%	?	2.5%	2.5	3.1	58.7*	-14.1%
- O=C(COC(=O)Cc1c(F)cccc1Cl)NNC(=O)c1ccccc1
    3.1%	/	-3.2%	-2.0	/	/	/	/	-4.1%
- COC(=O)C1=C(C)N(C)C(=S)NC1c1cc(OC)ccc1OC (stereo not drawn)
    2.9%	8.3	-16.0%	-6.9	-0.5%	0.2	1.2	4.0	1.3%
- Cc1onc(-c2ccccc2)c1C(=O)OCC(=O)N(C)c1ccccc1
    -1.0%	/	-6.9%	-13.7	/	/	/	/	1.4%
- Cc1ccc(C(CNS(=O)(=O)c2ccccc2)N2CCN(C)CC2)cc1 (stereo not drawn)
    -1.8%	-4.5	9.0%	-6.5	-0.1%	-0.3	-9.8	2.6	-3.3%

# Continued (5 carried over from the part before).
# Order of results – Vif-A3G inh	D1 antagonist	Vif-APOBEC3F blk	RXFP1 antagonist	RXFP1 ag	D2 potentiator	D1 PAM	D1 agonist	GRP78 ERSR act
- COc1ccc(C(CCNCc2ccc(OC(C)C)cc2)c2ccccc2OC)cc1 (stereo not drawn)
    -16.0%	10.1	-14.0%	?	2.5%	2.5	3.1	58.7*	-14.1%
- O=C(COC(=O)Cc1c(F)cccc1Cl)NNC(=O)c1ccccc1
    3.1%	/	-3.2%	-2.0	/	/	/	/	-4.1%
- COC(=O)C1=C(C)N(C)C(=S)NC1c1cc(OC)ccc1OC (stereo not drawn)
    2.9%	8.3	-16.0%	-6.9	-0.5%	0.2	1.2	4.0	1.3%
- Cc1onc(-c2ccccc2)c1C(=O)OCC(=O)N(C)c1ccccc1
    -1.0%	/	-6.9%	-13.7	/	/	/	/	1.4%
- Cc1ccc(C(CNS(=O)(=O)c2ccccc2)N2CCN(C)CC2)cc1 (stereo not drawn)
    -1.8%	-4.5	9.0%	-6.5	-0.1%	-0.3	-9.8	2.6	-3.3%
- CCOC(=O)c1ccc(NC(=O)c2nc[nH]c2C(=O)NCc2ccccc2)cc1
    -4.6%	-21.6	-5.0%	/	0.0%	-0.2	-4.5	2.7	-1.4%
- CN(CCO)c1ccc(C(C(=O)c2ccccc2)c2ccc(N(C)CCO)cc2)cc1
    1.8%	4.9	0.6%	/	0.3%	-27.3	-8.5	6.3	2.3%
- CC(=O)Nc1ccc(C(=O)N/N=C/c2ccccc2OC(=O)c2ccc(Cl)cc2)cc1
    -12.0%	-9.6	0.9%	-4.4	-2.8%	0.5	-5.3	2.1	3.6%
- COc1ccc(-n2cc(C#N)c(=O)[nH]c2=O)cc1
    1.3%	11.1	-25.7%	8.9	2.9%	3.5	2.6	5.1	-4.4%
- CC(C)n1cnc2c(Nc3cccc(Cl)c3)nc(N(CCO)CCCO)nc21
    -9.2%	-23.2	5.4%	/	6.9%	8.4	-7.5	0.4	-4.4%
- CC(=O)c1ccc(OC(=O)COc2ccccc2Cl)cc1
    2.3%	1.0	3.3%	-2.7	3.3%	-3.6	2.4	4.9	-1.9%
- CN1CCN(/C=N/C2=C(C#N)C(c3ccccc3)C3=C(CC(C)(C)CC3=O)O2)CC1 (stereo not drawn)
    1.0%	-3.1	-4.3%	-10.6	-2.0%	36.4*	-0.3	1.3	-2.2%
- CC(Sc1nnc(COc2ccc3ccccc3c2)n1C)C(=O)O (stereo not drawn)
    0.3%	-10.8	2.4%	2.1	0.5%	-6.7	0.7	1.0	-0.4%
- C/C(=N\O)c1cc(Cl)ccc1O
    -8.8%	1.0	-8.6%	5.1	0.7%	6.8	-4.5	3.8	-2.4%
- CS(=O)(=O)N(CC(=O)NCCSCc1ccccc1)c1ccccc1
    -3.3%	26.3	-1.8%	4.0	-1.0%	-3.7	-0.7	-0.6	-4.0%
- O=[N+]([O-])c1ccc(N2CCN(c3cccc(Cl)c3)CC2)nc1
    0.0%	0.7	-0.2%	-4.0	0.0%	-0.8	0.1	0.1	-0.9%
- CCOC(=O)c1c(C)[nH]c(C)c1S(=O)(=O)NCC(=O)N(C)c1ccc(C)c(C)c1
    -0.5%	-12.3	0.6%	-11.6	-0.1%	-8.4	-1.9	1.4	-1.5%
- Cc1cc(C)cc(NC(=O)CS(=O)(=O)c2cccc3nsnc23)c1
    0.0%	-1.1	-1.0%	-2.7	1.4%	1.1	0.9	0.6	0.5%
- CCn1cc(CN2CCCC(C(=O)Nc3cccc(-c4cc5ccccc5[nH]4)c3)C2)cn1 (stereo not drawn)
    4.5%	-22.5	?	-7.4	0.1%	3.3	-4.1	23.7	-3.3%
- COCc1c(C(=O)N2CCN(S(=O)(=O)c3ccccc3Cl)CC2)oc2ccccc12
    1.5%	-17.0	-5.6%	11.0	0.8%	0.3	-4.7	3.6	-3.8%
- Fc1ccc(N2CCN(c3cnc4ccccc4n3)CC2)cc1
    -1.8%	1.3	-5.8%	-18.4	-0.9%	8.8	2.2	0.5	3.6%
- CC1=C(C(=O)Nc2ccc(C)cc2C)C(c2ccc([N+](=O)[O-])cc2)n2ncc(C(=O)Nc3ccc(F)cc3)c2N1 (stereo not drawn)
    -4.6%	-1.4	-9.7%	-3.4	-4.9%	5.5	0.3	3.3	-2.0%
- COc1ccc2sc3c(=O)[nH]c4ccccc4c3c2c1
    -1.0%	32.6	0.5%	3.1	?	-12.8	0.6	0.1	-1.0%

# Bioassay records (PubChem BioAssay)
